FBW7 activator – activators of human E3 ligase FBW7; AlphaScreen FBW7–phospho-cyclin E peptide binding, activator screen; Q969H0; hit rate 0.13% among 650,000; normalized activity (activation), % at 26.1 µM; in the data active = normalized activity above about 1.9%;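 note: purified mutant Fbw7 with reduced substrate affinity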
Target sequence (Q969H0 whole entry, looked up): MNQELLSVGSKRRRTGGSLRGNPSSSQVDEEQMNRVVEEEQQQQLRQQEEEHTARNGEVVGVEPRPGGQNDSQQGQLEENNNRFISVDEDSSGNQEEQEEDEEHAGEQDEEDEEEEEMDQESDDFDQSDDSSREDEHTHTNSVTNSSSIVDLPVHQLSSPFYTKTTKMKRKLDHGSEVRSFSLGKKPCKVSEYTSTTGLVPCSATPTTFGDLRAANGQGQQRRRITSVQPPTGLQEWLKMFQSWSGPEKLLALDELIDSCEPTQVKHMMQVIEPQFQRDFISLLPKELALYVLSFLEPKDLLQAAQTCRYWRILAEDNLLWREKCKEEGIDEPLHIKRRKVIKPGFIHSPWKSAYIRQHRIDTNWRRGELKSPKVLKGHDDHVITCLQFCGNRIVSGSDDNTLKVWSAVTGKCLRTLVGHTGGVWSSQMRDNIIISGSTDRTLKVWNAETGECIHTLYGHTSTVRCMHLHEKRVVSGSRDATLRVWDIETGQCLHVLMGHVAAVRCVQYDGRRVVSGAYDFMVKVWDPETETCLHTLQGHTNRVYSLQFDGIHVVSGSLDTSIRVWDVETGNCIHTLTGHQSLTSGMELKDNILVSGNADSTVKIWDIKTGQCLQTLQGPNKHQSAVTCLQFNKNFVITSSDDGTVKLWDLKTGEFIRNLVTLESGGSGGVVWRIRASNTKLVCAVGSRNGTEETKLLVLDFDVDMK
MITF inh – inhibitors of human MITF | O75030 | AID 1259374 | inhibition, % at 2.6 µM | AlphaScreen MITF homodimerization, bead proximity signal | hit rate 0.91% among 650,000; in the data active = inhibition above about 50%;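 note: 0% = vehicle wells with protein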
TEAD-YAP inh – TEAD-YAP interaction inhibition | HEK-TIYL cells, TEAD-Gal4/YAP UAS-luciferase luminescence | inhibition, % at 9.12 µM | hit rate 1.4% among 640,000; in the data active = inhibition above about 32%;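 note: 0% = median of test compound wells and 100% = reference inhibitor wells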
GPR151 activ – activates the human receptor GPR151; Q8TDV0; PathHunter beta-arrestin GPR151 cells, luminescence; activation, % at 11.2 µM; hit rate 1% among 650,000; AID 1508602; in the data active = activation above about 4.9%;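 note: 0% = median of compound wells and 100% = cells with positive control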
Target sequence (Q8TDV0 whole entry, looked up): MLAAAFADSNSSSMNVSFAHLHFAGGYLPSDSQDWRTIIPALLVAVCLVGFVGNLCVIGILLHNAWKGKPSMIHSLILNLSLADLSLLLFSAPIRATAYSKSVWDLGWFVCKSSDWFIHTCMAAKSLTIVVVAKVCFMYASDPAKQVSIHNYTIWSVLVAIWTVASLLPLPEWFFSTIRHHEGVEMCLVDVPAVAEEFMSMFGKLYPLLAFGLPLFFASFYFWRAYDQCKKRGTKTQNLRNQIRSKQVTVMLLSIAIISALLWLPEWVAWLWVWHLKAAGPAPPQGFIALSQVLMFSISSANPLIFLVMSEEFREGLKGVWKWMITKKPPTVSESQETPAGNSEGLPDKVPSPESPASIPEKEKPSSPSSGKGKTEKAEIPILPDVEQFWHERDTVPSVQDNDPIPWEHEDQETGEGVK
Active calls of the source: *.

Start of the data: the first 3 compounds (preview)
SMILES	FBW7 activator	MITF inh	TEAD-YAP inh	GPR151 activ
CCOc1ccc(-n2nc3ccc(NC(=O)c4cccc([N+](=O)[O-])c4)cc3n2)cc1	-0.1	-3	-5	0.2
C/C(=C\C(=O)c1ccc(C)cc1)Nc1ccccc1O	-0.1	-5	-5	0.2
O=C(NCC1CCCO1)C1CCN(C2CCN(C(=O)c3cccc(F)c3)CC2)CC1 (stereo not given)	0.2	9	-11	1.3

All compounds of this part (from the top)
SMILES	FBW7 activator	MITF inh	TEAD-YAP inh	GPR151 activ
CCOc1ccc(-n2nc3ccc(NC(=O)c4cccc([N+](=O)[O-])c4)cc3n2)cc1	-0.1	-3	-5	0.2
C/C(=C\C(=O)c1ccc(C)cc1)Nc1ccccc1O	-0.1	-5	-5	0.2
O=C(NCC1CCCO1)C1CCN(C2CCN(C(=O)c3cccc(F)c3)CC2)CC1 (stereo not given)	0.2	9	-11	1.3
OCc1ccccc1-c1cnc2c(Nc3cccc(C(F)(F)F)c3)nccn12	0.2	1	9	0.1
Cc1cccc(C)c1OCCOCCN1CCCCC1	-0.1	-2	0	-1.7
Cc1ccc(N(CC(=O)NCCSc2ccc(Cl)cc2)S(C)(=O)=O)cc1C	0.4	11	9	-1.3
CCCNC(=O)CC(NS(=O)(=O)c1ccc(C)cc1)c1cccc(OC)c1OC (stereo not given)	0.1	6	-2	0.9
CC(C)(NO)/C(=N/O)c1ccc(Br)cc1	0.2	11	6	-1.2
O=C(NCCCN1CCOCC1)c1cc2ccccc2oc1=O	-0.1	18	-10	-0.3
Cc1cc(Br)c2c(c1)C(O)(CC(=O)c1ccc(C)o1)C(=O)N2 (stereo not given)	-0.1	-13	-3	-0.6
COCCn1nnnc1C(c1cc2cc(C)ccc2[nH]c1=O)N1CCCCCC1 (stereo not given)	0.0	3	-6	0.8
O=C1c2ccccc2C(=O)N1c1cc(-c2nc3ccccc3c(=O)o2)cc(-c2nc3ccccc3c(=O)o2)c1	0.2	4	-3	-0.8
Cc1ccc(NC(=O)c2c(NC(=O)Cc3ccccc3)sc3c2CCCCC3)cc1	-0.2	0	-4	0.4
Cc1c(OCC(=O)N(C)C)ccc2c3c(c(=O)oc12)CCC3	0.4	-4	7	0.4
O=C(O)C1C2C=CC(O2)C1C(=O)Nc1nc(-c2ccccc2)cs1 (stereo not given)	-0.1	11	-20	0.0
CC(=O)c1cccc(NC(=S)NC(=O)c2ccccc2F)c1	0.0	-23	-20	-1.1
CCOc1cc(CN2CCc3cc(OC)c(OC)cc3C2)ccc1OC	0.0	4	3	1.4
COc1ccc(OCC(O)CN2CCN(CCc3ccccn3)CC2)c(C(C)(C)C)c1 (stereo not given)	-0.3	81*	-2	0.9
COc1ccc2c(c1)CCc1cn[nH]c1-2	-0.1	5	-23	1.4
Cc1ccnc(NC(=O)c2ccoc2C)c1	0.2	8	-26	-8.9
CC(C)N(Cc1ccccc1)C(=O)c1ccco1	-0.1	1	4	0.5
COc1cc(Nc2ccc(-n3cc(CC(=O)NCc4ccccc4)c4ccccc43)nn2)cc(OC)c1OC	0.2	16	7	1.4
N#Cc1ccc2c(c1)N(Cc1ccccc1F)C(=O)C1CCCN21 (stereo not given)	0.5	-3	5	1.7
CCn1c(Cc2ccccc2)nc2ccccc21	0.0	31	-4	-0.9
C/C(=N/NC(=O)c1cc2ccccc2cc1O)c1cc2ccccc2oc1=O	0.1	17	13	-0.5

Three entries out of the list, sorted by molar mass, largest number first.
SMILES	FBW7 activator	MITF inh	TEAD-YAP inh	GPR151 activ
COc1cc(Nc2ccc(-n3cc(CC(=O)NCc4ccccc4)c4ccccc43)nn2)cc(OC)c1OC	0.2	16	7	1.4
COCCn1nnnc1C(c1cc2cc(C)ccc2[nH]c1=O)N1CCCCCC1 (stereo not given)	0.0	3	-6	0.8
OCc1ccccc1-c1cnc2c(Nc3cccc(C(F)(F)F)c3)nccn12	0.2	1	9	0.1

The results go on:
SMILES	FBW7 activator	MITF inh	TEAD-YAP inh	GPR151 activ
O=S(=O)(c1ccccc1)n1nc(NCc2cccs2)nc1NCc1cccs1	-0.1	0	-14	-0.3
COc1cccc(CNC(=O)CCS(=O)(=O)c2ccc3c(c2)OCC(=O)N3)c1	0.1	3	10	-1.8
O=C(Nc1nn(Cc2ccc(CN3C(=O)CCC3=O)cc2)c2ccccc12)c1cccs1	0.2	-7	-6	2.5
COc1ccccc1NC1=C(Cl)C(=O)N(c2cccc(C)c2C)C1=O	-0.3	-9	16	-0.5
COC(=O)c1cccc(S(=O)(=O)N(CCO)Cc2cc3c(C)cc(C)cc3[nH]c2=O)c1	-0.1	7	3	-0.4
CCOc1ccc2nc3c(cc2c1)c(C)nn3-c1ccccc1	0.1	7	7	1.4
O=C(NCCO)c1cc(N2CCN(Cc3ccc4c(c3)OCO4)CC2)nc2ccccc12	0.2	-1	8	-0.1
COCCNC(=O)c1ccc(Cn2c(=S)[nH]c3ccc(Br)cc3c2=O)cc1	0.1	12	0	-0.2
COc1ccccc1-n1c(C)nnc1SCC(=O)Nc1nnc(C)s1	0.1	0	-2	0.6
COc1ccc(C2CC(=O)C3=C(C2)Nc2ccccc2NC3c2cccc3ccccc23)cc1OC (stereo not given)	0.1	-2	2	-0.9
O=C(OCC(=O)N1CCCCC1)c1cnc(Cl)c(Cl)c1	0.1	-1	-3	0.2
C=CCOC(=O)COc1ccc2c(C)c(CC)c(=O)oc2c1	0.1	7	13	0.2
N#CCCn1cc(/C=C/C(=O)O)c(-c2ccc(Br)cc2)n1	0.1	11	-4	-1.5
O=C(Oc1ccccc1OC(=O)c1ccccc1)c1ccccc1	0.2	10	-8	-2.3
O=S(=O)(c1ccc2nc(-c3ccccc3)[nH]c2c1)N1CCCC1	0.0	6	-20	0.4
O=C(CCl)Nc1ccc2[nH]c(=O)[nH]c2c1	-0.2	-9	-6	-0.5
O=C(NNC(=O)c1ccccc1Cl)c1cc2nc(-c3ccccc3)cc(C(F)(F)F)n2n1	-0.1	-10	0	0.6
O=C(CN(Cc1ccccc1)S(=O)(=O)c1ccc(Cl)cc1)Nc1ccc2c(c1)OCCO2	-0.1	-14	-11	-0.6
Cc1cc(N2CCCCC2)nc(NCCNC(=O)C2CCCO2)n1 (stereo not given)	-0.2	0	42*	-1.0
NS(=O)(=O)c1ccc(CCn2c(=S)[nH]c3ccc(F)cc3c2=O)cc1	-0.1	-3	-10	3.7
COc1ccc(C(=O)Nc2ccccc2C(=O)NC(C(=O)NNC(=O)c2ccccc2)C(C)C)cc1 (stereo not given)	0.1	9	-4	0.1
COc1ccc(CCNC(=O)c2cc3ccccc3oc2=O)cc1OC	0.0	-3	-6	0.0
COC(=O)c1cccc(NC(=O)/C(=C\c2ccc(OC)cc2)NC(=O)c2ccc(Br)o2)c1	0.0	-2	-1	-0.3
CCOC(=O)CNC(=O)CSc1nnc(-c2cccs2)n1Cc1ccco1	0.4	16	5	0.6
CC1(C)CC(=O)C(C=Nc2ccccc2Cl)=C(O)C1	0.1	11	6	0.0

Another view of part of the listing above.
O=C(CN(Cc1ccccc1)S(=O)(=O)c1ccc(Cl)cc1)Nc1ccc2c(c1)OCCO2
  FBW7 activator = -0.1
  MITF inh = -14
  TEAD-YAP inh = -11
  GPR151 activ = -0.6

O=C(Oc1ccccc1OC(=O)c1ccccc1)c1ccccc1
  FBW7 activator = 0.2
  MITF inh = 10
  TEAD-YAP inh = -8
  GPR151 activ = -2.3

CCOc1ccc2nc3c(cc2c1)c(C)nn3-c1ccccc1
  FBW7 activator = 0.1
  MITF inh = 7
  TEAD-YAP inh = 7
  GPR151 activ = 1.4

O=C(NNC(=O)c1ccccc1Cl)c1cc2nc(-c3ccccc3)cc(C(F)(F)F)n2n1
  FBW7 activator = -0.1
  MITF inh = -10
  TEAD-YAP inh = 0
  GPR151 activ = 0.6

The listing continues.
SMILES	FBW7 activator	MITF inh	TEAD-YAP inh	GPR151 activ
CC(C)c1ccc(/C=C(\C#N)C(=O)NCc2cccs2)cc1	0.1	-1	0	1.4
CCCCOc1ccc(/C=C/C(=O)Nc2ccccc2C(N)=O)cc1	-0.1	-12	-43	-0.1
CCOC(=O)c1c(NC(=O)C(C)Sc2cn(C)c3ccccc23)sc2c1CCC2 (stereo not given)	0.3	-3	-25	-0.9
CCOC(=O)C1=C(C)N=c2s/c(=C\c3cccc(OCc4cccc5ccccc45)c3)c(=O)n2C1c1ccc2c(c1)OCO2 (stereo not given)	-0.1	-11	-6	0.7
CCc1ccc(OCC(=O)Nc2cccc(C)n2)cc1	0.0	10	-42	-0.4
CCOC(=O)C1CCCN(Cc2ccc(NC(C)=O)cc2)C1 (stereo not given)	0.0	21	3	0.6
Cc1cccc(Oc2ccc(N3C(=O)c4ccc(Br)cc4C3=O)cc2)c1	0.0	10	15	-0.9
Cc1ccc(NC(=O)COc2ccc([N+](=O)[O-])c(C)c2)cc1Cl	-0.1	2	6	1.4
COc1ccc(N(N=O)c2ccccc2)cc1	0.0	5	-6	0.4
CC1(C)CC(=O)c2cc(-c3ccc(Br)cc3)n(-c3ccccc3F)c2C1	-0.1	-1	12	-0.2
COc1cc(C(=O)N2N=C(C)CC2(O)C(F)(F)F)cc(OC)c1OC (stereo not given)	-0.2	-3	60*	0.8
CC(=O)c1cccc(NC(=O)Nc2ccc(OC(F)F)c(Cl)c2)c1	0.1	7	8	-0.8
Oc1c(CN2CCCCC2)ccc2ccccc12	-0.7	-6	1	-0.9
O=C(CC1C(=O)NCCN1C1CCCC1)NCc1nc(-c2ccccc2)no1 (stereo not given)	-0.2	-9	-12	-0.5
CCOc1nc(N)c(C#N)c(-c2ccc(Cl)cc2Cl)c1C#N	1.1	13	4	1.4
COc1ccc(CNC(=O)Cn2ncc3ccc(C)cc32)cc1OC	0.6	-2	-6	1.9
CN(C)c1ccc(/C=C2\SC(=S)N(NC(N)=O)C2=O)cc1	-0.2	7	-1	-0.5
COc1ccc(-c2cc(C(=O)OC3CCOC3=O)c3ccccc3n2)cc1 (stereo not given)	-0.1	-6	10	2.1
Cc1cc(I)c2[nH]c(-c3ccccc3)c(-c3ccccc3)c2c1	0.0	-13	-4	1.0
CCN(c1cccc(C)c1)c1ncnc(N)c1[N+](=O)[O-]	0.0	5	25	0.2
Nc1nonc1-c1nc2ccccc2n1CC(=O)N/N=C/c1ccc([N+](=O)[O-])cc1	0.0	-3	-7	-1.2
Cc1ccc(N2C(=O)C(Cl)=C(N3CCCCC3)C2=O)c(C)c1	0.3	-10	-1	0.9
CCCC(=O)N(CCC)Cc1cc2cc(OC)ccc2[nH]c1=O	0.3	-8	-60	1.3
COC(=O)c1ccccc1NC(=O)C1CCCO1 (stereo not given)	0.0	1	1	-1.0
O=C1c2ccc(Br)cc2C(=O)N1c1ccc2c(c1)oc1ccccc12	0.1	0	2	2.3

Following part:
SMILES	FBW7 activator	MITF inh	TEAD-YAP inh	GPR151 activ
CC(=O)c1c(C)nc(-c2cccc([N+](=O)[O-])c2)n1O	0.1	0	-6	-1.6
CN(C)c1ccc(/C=N/NC(=O)CC2(C)OCCO2)cc1	-0.1	-3	-12	2.2
CCOC(=O)c1sc(NC(=O)c2cc(C(C)C)on2)c(C(=O)OCC)c1C	0.1	1	3	-1.3
Cc1cnc(NC2CCC(O)CC2)nc1NCCN(C(C)C)C(C)C (stereo not given)	0.1	9	11	-1.1
O=C(CNC(=O)c1ccccc1)NCC(=O)OCc1cccc(Br)c1	0.1	-13	2	-1.9
O=C(COC(=O)c1cccnc1Cl)c1ccc(OC(F)F)cc1	0.2	5	1	0.0
Cc1ccc(S(=O)(=O)N2CCCCC2)cc1S(=O)(=O)N1CCCCC1	0.3	10	3	0.2
Cc1ccc(C(=O)N/N=C\c2ccccn2)cn1	-0.5	16	10	0.1
Cc1cc(NC(=O)CSc2nc3ccccc3c(=O)n2CCCC(=O)N2CCN(c3ccccc3)CC2)no1	-0.2	1	-1	1.4
Cc1ccc2c(CNC3CCCCCC3)c(C(=O)O)[nH]c2c1	-0.1	-24	-11	-2.6
Nc1nc(NCCc2ccc(O)cc2)cc(NCCN2CCOCC2)n1	0.1	9	-1	-2.7
C=CCc1cccc2cc(C(=O)NNC(=O)c3ccc(Br)cc3)c(=O)oc12	0.1	1	-7	1.8
O=C(CCN1C(=O)C2C3C=CC(C3)C2C1=O)Nc1ccc(Cl)c(Cl)c1 (stereo not given)	-0.1	-96	-9	-1.2
COC(=O)c1cc(NS(=O)(=O)c2ccc(N(C)C)c(N)c2)cc(C(=O)OC)c1	0.2	1	-7	0.2
CC(C)c1onc(C(=O)NCc2ccc(Cl)cc2)c1[N+](=O)[O-]	0.3	20	7	-1.0
CCOc1ccc(S(=O)(=O)N2CCCCC2)cc1[N+](=O)[O-]	0.0	15	-1	-0.4
O=C(NCc1ccccc1)c1cccnc1NC1CCCCC1	0.0	0	2	1.7
CC(=O)c1c(C)[nH]c(C(=O)OCC(=O)OC(C)(C)C)c1C	0.0	4	-34	0.9
CCOC(=O)C1(C(F)(F)F)N=C(c2cccc(F)c2)OC(N2CCOCC2)=N1 (stereo not given)	-0.1	0	1	0.5
Cc1ccc(CSc2nc(=O)n(CCO)c3c2CCC3)cc1	0.0	-19	-5	0.4
CN(C(=O)C1(S(=O)(=O)c2ccc(Cl)cc2)CC1)C1CCCCC1	-0.1	4	-6	-1.3
Cn1c(=S)[nH]c2sc3c(c2c1=O)CCC3	0.0	4	2	0.8

Profiles from above. Values in the order: FBW7 activator	MITF inh	TEAD-YAP inh	GPR151 activ
CN(C)c1ccc(/C=N/NC(=O)CC2(C)OCCO2)cc1 across the screens: -0.1	-3	-12	2.2
CC(=O)c1c(C)[nH]c(C(=O)OCC(=O)OC(C)(C)C)c1C across the screens: 0.0	4	-34	0.9

High-throughput results as filed in PubChem BioAssay.
